Source: PubChem
MITF primary = MITF inhibitors, primary screen, biochemical, AlphaScreen, human. inhibition, % at 2.6 µM. Microphthalmia-associated transcription factor (Homo sapiens), O75030. AlphaScreen MITF homodimerization, bead proximity signal. AID 1259374, 2018. 650,000 tested, 0.91% active; in the data active means inhibition above about 50%;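 further: 0% = vehicle wells with protein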
TEAD-YAP block = TEAD-YAP interaction inhibition, primary screen, TEAD-YAP interaction inhibitor project, luminescence, HEK-TIYL cells | TEAD-Gal4/YAP UAS-luciferase luminescence | inhibition, % at 9.12 µM | 640,000 tested, 1.4% active | AID 1259422, 2018; in the data active means inhibition above about 32%;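 further: 0% = median of test compound wells and 100% = reference inhibitor wells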
GPR151 activ = activators of human GPR151, primary screen, cell-based, PathHunter beta-arrestin, luminescence; PathHunter beta-arrestin GPR151 cells; AID 1508602, 2020; G-protein coupled receptor 151 (Homo sapiens), Q8TDV0; activation, % at 11.2 µM; 650,000 tested, 1% active; in the data active means activation above about 4.9%;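 further: 0% = median of compound wells and 100% = cells with positive control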
FBW7 activator = FBW7 E3 ligase activators, primary screen, biochemical, AlphaScreen, human. F-box/WD repeat-containing protein 7 (Homo sapiens), Q969H0. normalized activity (activation), % at 26.1 µM. AID 1259310, 2017. 650,000 tested, 0.13% active. AlphaScreen FBW7–phospho-cyclin E peptide binding, activator screen; in the data active means normalized activity above about 1.9%;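 further: purified mutant Fbw7 with reduced substrate affinity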
Target sequence (Q969H0 whole entry, looked up): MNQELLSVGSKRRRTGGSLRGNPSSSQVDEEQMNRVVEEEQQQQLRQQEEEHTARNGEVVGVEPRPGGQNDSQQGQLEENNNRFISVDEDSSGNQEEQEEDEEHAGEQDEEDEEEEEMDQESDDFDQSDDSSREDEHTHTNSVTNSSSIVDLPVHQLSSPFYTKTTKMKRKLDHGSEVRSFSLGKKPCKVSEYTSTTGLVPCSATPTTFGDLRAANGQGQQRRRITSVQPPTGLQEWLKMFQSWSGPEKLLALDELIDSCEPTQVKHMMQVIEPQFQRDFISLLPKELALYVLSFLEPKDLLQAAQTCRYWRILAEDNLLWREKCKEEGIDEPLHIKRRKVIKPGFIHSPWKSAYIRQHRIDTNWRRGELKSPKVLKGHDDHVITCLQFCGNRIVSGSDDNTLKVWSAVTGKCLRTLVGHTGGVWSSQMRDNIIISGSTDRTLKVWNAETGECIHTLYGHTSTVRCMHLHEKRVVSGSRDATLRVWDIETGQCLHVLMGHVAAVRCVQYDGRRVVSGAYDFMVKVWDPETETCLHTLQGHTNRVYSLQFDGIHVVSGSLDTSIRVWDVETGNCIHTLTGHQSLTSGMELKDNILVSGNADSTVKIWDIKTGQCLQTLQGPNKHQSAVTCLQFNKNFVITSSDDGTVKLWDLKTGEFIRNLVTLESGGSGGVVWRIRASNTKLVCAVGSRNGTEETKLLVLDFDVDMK
* hit, by the source's call; nt = no result given. The order is random; about 3.4% have a hit in one of these screens.

molecule,MITF primary,TEAD-YAP block,GPR151 activ,FBW7 activator
COc1ccc(OCC2c3cc(OC)c(OC)cc3CCN2C(=O)Cc2ccc(OC)c(OC)c2)cc1 (centres undefined),-9,-9,1.1,-0.1
COC(=O)c1ccc(C)c(NS(=O)(=O)c2ccc(OC)cc2)c1,5,66*,-0.6,0.1
CC(=O)Cc1ccccc1OC(=O)c1ccccc1,9,10,-1.3,0.2
COc1ccc(Cl)cc1NC(=O)C1c2cc(OC)c(OC)cc2C(=O)N(C)C1c1ccc(OC)c(OC)c1 (centres undefined),-2,3,4.4,0.1
COc1ccc(-c2cn3c(C)c(C(=O)Nc4cccc(C)n4)sc3n2)cc1,-11,-8,-0.2,-0.1
CCOc1ccccc1Nc1ncnc2c1c(-c1ccccc1)cn2-c1ccc(OC)cc1,3,-7,4.0,-0.1
COc1ccc(NC(=O)c2nnn(Cc3ccccc3)c2N)cc1,9,-23,8.1*,0.1
CCCn1c(=NC(=O)c2cccc(C(F)(F)F)c2)c(C(=O)OCC)cc2c(=O)n3ccccc3nc21,18,-5,0.5,0.2
NC(=O)c1ccc(NC(=O)COC(=O)c2c3ccccc3cc3ccccc23)cc1,1,-9,1.5,0.2
COc1ccc(S(=O)(=O)NCC2CCCN(CCCn3cccn3)C2)cc1 (centres undefined),9,-8,2.2,-0.1
CCCCN1C(=O)C(=O)C2=C(c3ccoc3)OC3(O)c4ccccc4C(O)(O)C213 (centres undefined),2,-9,2.9,-0.4
Cc1cc(C)cc(OCC(=O)NNC(=O)COc2ccc(C#N)cc2)c1,-17,12,-1.1,-0.1
O=C(O)CCCCCn1c(SCC(=O)N2CCCC2)nc2ccsc2c1=O,8,2,2.1,-0.1
CCc1ccc2[nH]c(=O)c(CN(Cc3ccc4c(c3)OCO4)C(C)=O)cc2c1,-7,7,-0.3,-0.1
COc1cc(OC)cc(C(=O)Nc2nnc(SCC(N)=O)s2)c1,-6,3,-1.1,-0.1
CNc1ccccc1C(=O)OCc1ccccc1Cl,-8,-7,1.9,-0.1
O=C(Cc1cccs1)Nc1cccc(-c2nnc(-c3ccccc3)o2)c1,-8,-14,2.5,-0.3
Cc1ccccc1N1C(=O)C2C3c4ccccc4C(C(=O)O)(c4ccccc43)C2C1=O (centres undefined),16,-7,-1.5,1.1
CCS(=O)(=O)c1c(S(=O)(=O)CC)c2ccccn2c1C(=O)c1ccc(C)cc1,18,0,-0.6,0.0
CC(=O)N1CCC2(CC1)C(C#N)=C(N)Oc1n[nH]c(C)c12,-8,2,0.4,-0.2
O=C1CCc2cc(S(=O)(=O)N3CCC(C(=O)NCCC4=CCCCC4)CC3)ccc2N1,-1,-5,-0.4,-0.1
Cc1ccc(CCC(=O)Nc2ccccc2I)o1,0,-3,3.0,-0.4
Cc1cnc(Nc2ccc(-n3ccnc3)cc2)nc1NCc1nc2ccccc2[nH]1,6,-16,2.1,-0.1
O=C(O)c1ccc(-c2cnc3ccc(NCCCO)nn23)cc1,12,0,-0.4,0.2
CC1=C(C(=O)OCC(C)C)C(c2cccs2)C2=C(CC(c3cccs3)CC2=O)N1 (centres undefined),1,16,0.6,0.0
CC1Cc2ccccc2N1CC(=O)NC(=O)NC(C)(C)C (centres undefined),19,-2,0.5,0.4
Cc1ccc2nsnc2c1NC(=O)c1ccc(-c2cccc(Cl)c2)o1,-3,-23,1.6,-0.1
CCC(=O)N1CCN(c2ccc(NC(=S)NC(=O)C(C)C)cc2)CC1,16,6,-0.2,0.3
CCOc1nc(NCC(=O)O)nc(NCC(=O)O)n1,4,8,0.3,0.7
CC(C)[C@H]1NC(=O)[C@@H]2C[C@H](NCc3cccc(OCCN(C)C)c3)CN2C1=O,-26,1,0.2,0.1

Full records as entered above. Screens in order: MITF primary	TEAD-YAP block	GPR151 activ	FBW7 activator
`Cc1ccc(CCC(=O)Nc2ccccc2I)o1` reads 0	-3	3.0	-0.4
`Cc1cnc(Nc2ccc(-n3ccnc3)cc2)nc1NCc1nc2ccccc2[nH]1` reads 6	-16	2.1	-0.1

Following part
molecule,MITF primary,TEAD-YAP block,GPR151 activ,FBW7 activator
CC(C)(C)NC(=O)Cn1c(=O)sc2ccccc21,10,-2,0.1,0.1
COc1cc(C(=O)N/C(=C/c2ccco2)C(=O)Nc2ccc(C)cc2)cc(OC)c1OC,-2,0,0.5,0.1
CCOC(=O)c1ccc(N2N=C(C)/C(=C\c3ccc(OCc4ccccc4)c(OC)c3)C2=O)cc1,5,-2,-0.4,0.2
O=C1CCCN1CCn1cnc2c(NCc3ccccc3)nc(-c3ccc(N4CCOCC4)nc3)nc21,1,-2,-0.7,0.0
O=C(NCc1ccc(F)cc1)c1nn2c(C(F)(F)F)cc(-c3cccs3)nc2c1Br,21,15,-1.6,0.0
CC1CCc2[nH]c3ccc(C(=O)NCCCN4CCCC4=O)cc3c2C1 (centres undefined),-8,-26,0.6,-0.2
Nc1nc(NC(=O)c2ccccc2)nn1-c1ccccc1,6,-41,4.3,-0.2
CCOc1ccc(C(=O)O)cc1C1C2=C(CC(C)(C)CC2=O)NC2=C1C(=O)CC(C)(C)C2,10,10,0.7,-0.1
CCOC(=O)CSc1nc2c(sc(=S)n2-c2ccc(OCC)cc2)c(=O)n1-c1ccc(F)cc1,-4,-17,0.5,-0.1
COc1ccc(NC(=O)Cn2c(=O)oc3cc(S(=O)(=O)NC4CCCC4)ccc32)cc1,6,12,-0.8,-0.1
CC(C)COC(=O)c1ccc(N2C(=O)c3ccc(Br)cc3C2=O)cc1,5,-27,-0.5,0.1
CC(C)(C)C(=O)OC1=C(Sc2ccccc2[N+](=O)[O-])C(=O)CCC1,-6,1,-1.3,-0.1
CNc1nc2ccccc2n2c(C)nnc12,11,5,0.8,0.2
CCOC(=O)CN(Cc1ccccc1)S(=O)(=O)c1ccc(Cl)cc1,-14,-6,-1.2,0.1
Fc1cc(-c2nc(Nc3ccc(CN4CCOCC4)cc3)ncc2F)cc(N2CCOCC2)c1,-9,75*,-0.2,-0.1
CCN(CC(=O)NCc1ccc(F)cc1)CC(=O)NC1CCS(=O)(=O)C1 (centres undefined),4,1,-0.3,0.0
Cc1ncc(CO)c2cc(C(=O)Nc3cccc(C(F)(F)F)c3)c(=O)oc12,12,11,0.1,0.0
N#CCC(=O)N/N=C/c1cc([N+](=O)[O-])ccc1O,14,-4,-0.5,-0.8
CCCCc1ncc(CN2CCN(Cc3ccc(C)cc3)C(CCO)C2)[nH]1 (centres undefined),0,-7,-0.4,-0.1
NC(=O)C1CCN(C2CC(=O)N(c3cccc([N+](=O)[O-])c3)C2=O)CC1 (centres undefined),0,-2,0.5,0.3
O=C(Cc1ccccc1)Nc1cccc(-c2ccc3nnc(-c4cccnc4)n3n2)c1,-9,19,-0.4,-0.1
O=C(NC1CCCC1)C1CC(c2ccccc2O)=NO1 (centres undefined),-1,-18,0.3,0.0
Cc1cccc(-n2c(SCC(=O)Nc3nccs3)nnc2-c2ccccn2)c1C,14,19,0.6,-0.2
Cc1nc(Oc2ccc(Cl)cc2)c(C(=O)O)c(C)c1Cl,-3,2,3.8,-0.1
Cc1ccc(-n2nc3c(c2NC(=O)C2(c4ccc(Cl)cc4)CCCC2)CSC3)c(C)c1,17,8,-1.5,0.1
CC(C)NS(=O)(=O)c1ccc(NC(=S)NC(=O)c2cccc([N+](=O)[O-])c2)cc1,5,6,0.2,-0.2
COc1cccc(NC(=O)N(Cc2nnc3n2CCCCC3)c2cccc(C)c2C)c1,14,3,-0.8,0.0
CCOC(=O)C(C)Sc1ncnc2c1cnn2-c1ccc(F)cc1 (centres undefined),-1,-2,0.2,-0.2
Cc1csc(NC(=O)Cn2cnc3c2c(=O)n(C)c(=O)n3C)n1,20,1,-2.2,0.4
COc1ccc(S(=O)(=O)NC(C)c2ccccc2)cc1C (centres undefined),1,-6,-0.7,-0.2
Cc1ccc(S(=O)(=O)NCc2ccccc2)cc1C(=O)N1CCCCCC1,8,22,0.9,-0.1
CCOc1ccccc1NC(=O)CSc1nc2n[nH]c(C)c2c(=N)n1-c1ccc(Br)cc1,5,5,0.9,-0.3
CC1=C(C(=O)Nc2cc(F)ccc2F)C2(CCC(C)CC2)OC1=O (centres undefined),-6,1,-1.0,0.8
Nc1ccccc1NC(=O)CCCCCCC(=O)Nc1ccccc1,16,nt,-0.1,nt
Cc1ccc2nc3c(c(N)c2c1)CCCC3,12,-5,-1.7,-0.2
O=C(NCCCc1nc2ccccc2[nH]1)C12CC3CC(CC(C3)C1)C2,19,9,-1.3,0.5
O=C(Nc1ccc2c(c1)OCO2)c1cccc(Cl)c1Cl,-3,-67,-1.6,0.0
COc1ccc(CCNC(=O)CSc2ccc(-c3ccccn3)nn2)cc1OC,6,8,-0.4,-1.5
N/C(Cc1ccc(Cl)cc1)=N\OC(=O)c1ccc(Cl)c([N+](=O)[O-])c1,7,12,2.1,-0.1
CC1(C)CC(=O)C2=C(C1)OC1=C(C(=O)CC(C)(C)C1)C2c1cn(Cc2ccc(Cl)c(Cl)c2)nc1-c1ccccc1,16,14,1.1,0.6
O=C(CCC1(Cc2ccc3c(c2)OCO3)CCC(=O)N1)NC1CCc2ccccc21 (centres undefined),13,-10,-0.1,0.1
COCCN(C(C)=O)C1CCN(CCc2ccc(OC)cc2)CC1,0,-3,3.7,-0.2
CCOC(=O)c1sc(NC(=O)c2ccc(S(=O)(=O)N3CCN(C(=O)OCC)CC3)cc2)nc1-c1ccccc1,0,8,3.9,-0.1
CN(C)CCCNc1c(N)c(=O)oc2ccccc12,-9,1,0.3,-0.1
CC(=O)Nc1ccc(NC(=O)c2csc(-c3ccc(N4CCOCC4)nc3)n2)cc1,5,2,-11,-0.1

Reformatted as labelled records: 2 of the compounds above.
COc1ccc(-c2cn3c(C)c(C(=O)Nc4cccc(C)n4)sc3n2)cc1
  MITF primary = -11 | TEAD-YAP block = -8 | GPR151 activ = -0.2 | FBW7 activator = -0.1

CCCCN1C(=O)C(=O)C2=C(c3ccoc3)OC3(O)c4ccccc4C(O)(O)C213 (centres undefined)
  MITF primary = 2 | TEAD-YAP block = -9 | GPR151 activ = 2.9 | FBW7 activator = -0.4

Continued:
molecule,MITF primary,TEAD-YAP block,GPR151 activ,FBW7 activator
O=C(CN1C(=O)CCSc2ccccc21)N1CCCC1,2,11,-0.8,-0.1
COc1ccc(NC(=O)N2CCc3ccccc32)cc1,11,23,-6.4,0.0
COCc1nc2ccccc2n1CCOc1ccccc1OC,-14,-5,0.8,-0.1
CCOC(=O)C(C(=O)OCC)(N1CCOCC1)N1CCOCC1,27,-7,0.8,-0.1
COc1ccccc1NC(=O)C1=C(C)NC(=S)NC1c1cccc(Br)c1 (centres undefined),10,-6,-0.2,0.1
CC(C)(C)c1csc2ncc(C(=O)NCc3ccc(Oc4ccccc4)cc3)c(=O)n12,-1,7,0.4,-0.3
CN(c1ccccc1C(=O)O)S(=O)(=O)c1ccc2c3c(cccc13)C(=O)N2,33,4,-1.1,0.5
O=C(NCc1nnc2n1CCN(CCCc1ccccc1)CC2)c1ccccn1,13,12,-1.7,0.0
CCOC(=O)C1(Cc2ccc(OC)cc2)CCN(C(=O)c2ccc(C)s2)CC1,0,-13,-0.7,-0.2
O=C(NC1CCCC1)c1cc2n(n1)C(C(F)(F)F)CC(c1ccc(F)cc1)N2 (centres undefined),4,2,0.5,0.0
COc1cc(C=C2C(=O)NC(=S)NC2=O)ccc1OCc1cccc(Cl)c1,9,-43,-1.2,0.2
CCN(CC)c1cc(-c2ccccn2)nc(-c2ccccn2)n1,113*,86*,0.6,-0.9
Cn1nccc1Nc1nc2ccc(C(=O)NCc3cccc(C(F)(F)F)c3)cc2s1,7,8,3.1,0.3
COC(=O)c1ccc(CNCCC2CCC(=O)N2Cc2nccs2)cc1 (centres undefined),3,-2,0.0,-0.1
CC(=O)c1c(C)[nH]c(C(=O)N2CCC(N3CCCCC3)CC2)c1C,0,5,-1.3,-0.1
COc1cccc(C2C(=O)N(C3CCC(C)CC3)CC(=O)N2CCc2ccccc2)c1OC (centres undefined),6,-9,-0.8,0.0
CCOC(=O)c1c(C)[nH]c(C2=NNC(=NC3CC3)SC2)c1C,5,78*,0.5,0.3
Cc1cccc(CC(=O)Nc2cnn(-c3cccc(C(=O)Nc4cccc(Cl)c4)c3)c2)c1,-5,9,-0.4,0.0
NC(=O)CSc1oc(-c2ccco2)nc1S(=O)(=O)c1ccc(Br)cc1,4,3,1.3,0.2
O=c1c2ccccc2[nH]c(=S)n1Nc1ccnc2cc(Cl)ccc12,7,9,-0.9,0.1
COc1ccccc1NC(=O)CN(c1ccc(Br)c(C)c1)S(C)(=O)=O,-1,-5,0.4,-0.3
Cc1ccc(NCC(O)Cn2c3ccc(Cl)cc3c3cc(Cl)ccc32)cc1C (centres undefined),6,1,-0.1,-0.1
